# Screens deposited in PubChem BioAssay by National Center for Advancing Translational Sciences (NCATS).
# HCV inhibitor – qHTS Assay for Inhibitors of Hepatitis C Virus (HCV) | Huh7.5.1 HCVcc-Cre infection, luciferase reporter, 44 h | Potency, µM (doses to about 41.8 µM), for inactives: at the top dose activity change, negative = inhibition, actives largely listed as inhibitors | actives 3.4% (n = 340,000) | AID 651820, 2012; further: potency means the concentration at half of the fitted maximal effect; on the % scale 0 is the no-effect control and ±100 the full control effect
#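 A cell-based infection assay in which seeded cells (1,000 per well) receive test compound after 4 h, are inoculated with HCVcc-Cre at approximately 0.5 moi, and are incubated 44 h before luminescence detection.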
# LmPK inhibitor – qHTS Assay for Inhibitors of Leishmania Mexicana Pyruvate Kinase (LmPK) | Q27686 | purified LmPK, Kinase-Glo ATP luminescence, 1 h | Potency, µM (doses to about 57.5 µM), without a hit: at the top dose activity change, negative = inhibition, most hits filed as inhibitors | actives 0.37% (n = 290,000); further: potency means the concentration at half of the fitted maximal effect; on the % scale 0 is the no-effect control and ±100 the full control effect
# Target sequence (Q27686 whole entry, looked up): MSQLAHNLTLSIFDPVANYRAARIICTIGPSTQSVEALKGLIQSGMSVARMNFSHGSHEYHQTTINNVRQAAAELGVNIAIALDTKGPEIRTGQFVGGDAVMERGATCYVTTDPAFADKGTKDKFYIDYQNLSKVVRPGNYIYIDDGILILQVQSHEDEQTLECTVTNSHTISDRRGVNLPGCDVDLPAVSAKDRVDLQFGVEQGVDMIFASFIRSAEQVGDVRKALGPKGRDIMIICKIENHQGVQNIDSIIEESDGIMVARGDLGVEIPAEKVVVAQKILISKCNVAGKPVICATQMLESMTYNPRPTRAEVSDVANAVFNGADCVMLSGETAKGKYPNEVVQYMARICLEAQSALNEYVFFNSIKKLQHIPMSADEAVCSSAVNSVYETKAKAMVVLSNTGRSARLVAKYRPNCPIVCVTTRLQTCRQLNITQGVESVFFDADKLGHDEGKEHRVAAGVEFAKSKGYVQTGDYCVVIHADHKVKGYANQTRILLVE
#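 Pyruvate kinase activity monitored as ATP production (luciferase luminescence). Conditions: 0.1 nM enzyme, 0.5 mM PEP, 0.1 mM ADP, 1 h, RT; normalized against uninhibited and no-enzyme wells.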
# Shiga toxin inh – A qHTS for Small Molecule Inhibitors of Shiga Toxin; Vero cells, Shiga toxin protein synthesis inhibition reporter; inhibition, % at 38.7 µM; actives 9.2% (n = 290,000); AID 2315, 2010; in the data active means inhibition mostly above about 28%, no sharp cut-off; inactive means mostly below about 43%; further: 0% is about no effect
# Pf growth 96h – Primary qHTS for delayed death inhibitors of the malarial parasite plastid, 96 hour incubation. P. falciparum luciferase reporter growth, 96 h. Potency, µM (highest dose often 28.7 µM), inactives show at the highest dose activity change, negative = inhibition, most hits filed as inhibitors. actives 6.9% (n = 320,000). AID 504834, 2011; further: potency means the concentration at half of the fitted maximal effect; on the % scale 0 is the no-effect control and ±100 the full control effect
#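 Two parasite generations (96 h, 37 C, 5% CO2) of compound exposure in infected erythrocytes (0.05% parasitemia, 2% hematocrit). Luciferase-reporter P. falciparum; decreased luminescence indicates inhibited growth, aimed at apicoplast-acting delayed death.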
# CHX counter – Cycloheximide Counterscreen for Small Molecule Inhibitors of Shiga Toxin. cell reporter, cycloheximide protein synthesis inhibition counterscreen. max response, %. actives 12% (n = 300,000); in the data active means max response mostly above about 13%, no sharp cut-off; inactive means mostly below about 14%; further: read at 38.3 µM for the half of the compounds with a filed dose; 0% is about no effect
# Pf growth 48h – Primary qHTS for delayed death inhibitors of the malarial parasite plastid, 48 hour incubation | P. falciparum luciferase growth in erythrocytes, 48 h | Potency, µM (titrated, usually from 28.7 µM), for inactives: at the top dose activity change, negative = inhibition, most hits filed as inhibitors | actives 5.9% (n = 310,000); further: potency means the concentration at half of the fitted maximal effect; on the % scale 0 is the no-effect control and ±100 the full control effect
#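 Growth was read as firefly luciferase luminescence after a 48 h, 37 C, 5% CO2 exposure of compounds to reporter-bearing P. falciparum cultures (0.1% parasitemia, 2% hematocrit final) in Albumax-supplemented RPMI 1640.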
# Tb PYK inh – qHTS of Trypanosoma Brucei Inhibitors; pyruvate kinase (Trypanosoma brucei), Q57TT1; TbPYK enzyme, Kinase-Glo Plus ATP luminescence, 45 min; Potency, µM (top dose mostly 76.8 µM), without a hit: top-dose activity, negative = inhibition, hits mostly inhibitors; actives 0.12% (n = 410,000); AID 624173, 2012; further: potency means the concentration at half of the fitted maximal effect; on the % scale 0 is the no-effect control and ±100 the full control effect; nearly all actives have a fitted effect of over 50% in size
#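 In this concentration-response screen, enzyme-free wells defined baseline while DMSO plates tracked drift. Each reaction combined TbPYK, substrate, compound and 130 uM ADP for 45 min at room temperature. Kinase-Glo Plus luminescence gave the signal.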
# Numbers without * were called inactive; ? = inconclusive; nt = not tested or not shown; & = joins results of further samples; [ ] = another dose, or the depositor's remark. Unless noted, the call rests on the fitted dose curve; in most records, active means well fitted curve in the direction sought with a large enough effect; inconclusive means small, poorly fitted or top-dose-only effect, or another doubt; inactive means no such curve, though single readings can be large; an effect the other way counts as inactive or inconclusive.
1) COc1cc(C2C=C(c3cccs3)Nc3ncnn32)cc(OC)c1OC (stereo unspecified)
2) COc1ccc(CN(C(=O)c2cccs2)c2ccccc2C(=O)O)cc1
3) O=C(CSc1nccc(=O)[nH]1)NCc1ccc(Cl)cc1
4) CN1C(=S)SC2CS(=O)(=O)CC21 (stereo unspecified)
5) COc1ccc(NCC(=O)Nc2cc(S(=O)(=O)N3CCOCC3)ccc2N2CCOCC2)c(OC)c1
6) O=C1CN(C(=O)CNC(=O)c2ccccc2Cl)c2ccccc2N1
7) CC(C)(C)NC(=O)CN(C(=O)CCC(=O)Nc1nccs1)c1ccc(F)cc1
8) COC(=O)c1ccc(-n2c(C)cc(C(=O)CCl)c2C)cc1
Assay by compound	1	2	3	4	5	6	7	8
HCV inhibitor	3%	12%	12%	-6%	12%	-4%	4%	6.3µM*
LmPK inhibitor	4%	1%	9%	0%	-15%	3%	5%	0%
Shiga toxin inh	28	-12	-8	12	-6	-8	8	-8
Pf growth 96h	-14%	16%	66%[activator]	6%	?	6%	3%	-16%
CHX counter	-3	-2	-2	-3	-3	2	-1	19
Pf growth 48h	?	5%	23%	11%	?	-5%	13%	?
Tb PYK inh	7%	2%	2%	2%	-1%	2%	-3%	-1%

9) CCC(C)(C)NC(=O)C(c1ccc(OC)cc1)N(C(=O)CCC(=O)Nc1cc(C)on1)C(C)(C)C (stereo unspecified)
10) Cc1ccc(N2C(=O)N3[C@H](c4ccc(Br)cc4)[C@@H]4C(=O)N(C(C)(C)C)C(=O)[C@@H]4[C@]3(C)C2=O)cc1
11) COc1ccc(C(=O)NC2=NCCS2)cc1S(=O)(=O)N1CCCCC1C (stereo unspecified)
12) O=c1c2ccccc2nnn1COc1ccc(Cl)cc1Br
13) COc1ccc(NC(=O)Cn2c(CCC(=O)O)ccc2-c2ccccc2)cc1
14) O=S(=O)(Nc1nnc(C2CCCCC2)s1)c1ccc(F)cc1
15) CC(C)=CCN1CCN(Cc2ccoc2)CC1CCO (stereo unspecified)
16) O=C(c1ccoc1)N1CCCC(Nc2ccc(F)c(F)c2)C1 (stereo unspecified)
Assay by compound	9	10	11	12	13	14	15	16
HCV inhibitor	10%	?	-7%	-10%	3%	22%	5%	13%
LmPK inhibitor	-4%	-2%	6%	4%	-3%	-1%	5%	-6%
Shiga toxin inh	-13	-1	-7	60	16	-11	9	-32
Pf growth 96h	12µM*	?	?	112%[activator]	78%[activator]	3%	?	-3%
CHX counter	2	1	11	29*	-1	-3	1	8
Pf growth 48h	?	0%	?	77%[activator]	7%	4%	22%	-3%
Tb PYK inh	-1%	-2%	2%	2%	9%	-1%	1%	1%

# An excerpt from above in order of heavy-atom count, smallest number first:
3) O=C(CSc1nccc(=O)[nH]1)NCc1ccc(Cl)cc1
6) O=C1CN(C(=O)CNC(=O)c2ccccc2Cl)c2ccccc2N1
13) COc1ccc(NC(=O)Cn2c(CCC(=O)O)ccc2-c2ccccc2)cc1
10) Cc1ccc(N2C(=O)N3[C@H](c4ccc(Br)cc4)[C@@H]4C(=O)N(C(C)(C)C)C(=O)[C@@H]4[C@]3(C)C2=O)cc1
Assay by compound	3	6	13	10
HCV inhibitor	12%	-4%	3%	?
LmPK inhibitor	9%	3%	-3%	-2%
Shiga toxin inh	-8	-8	16	-1
Pf growth 96h	66%[activator]	6%	78%[activator]	?
CHX counter	-2	2	-1	1
Pf growth 48h	23%	-5%	7%	0%
Tb PYK inh	2%	2%	9%	-2%

# Going on with the list:
17) Cc1cccc(CS(=O)(=O)c2ncc(Cl)c(C(=O)NCc3ccccc3)n2)c1
18) CCOc1ccc(NC(=O)CN(C)CC(=O)Nc2ccc(F)c(F)c2F)cc1OCC
19) CC(C(=O)N1CCCC1)N1CCN(c2ccccc2O)CC1 (stereo unspecified)
20) CC(C(=O)N1CCc2ccccc21)N(C)CC(=O)Nc1cccc(F)c1 (stereo unspecified)
21) CCOC(=O)N1CCN(C(=O)CCn2c(=S)[nH]c3ccsc3c2=O)CC1
22) Cc1ccc(C)c(OCc2ccc(C(=O)N3N=C(C(F)F)CC3(O)C(F)F)o2)c1 (stereo unspecified)
23) Cc1cc(C(=O)Nc2nnc(C3CCCCC3)s2)no1
24) CC(C)Cn1c(CCNC(=O)c2ccco2)nc2ccccc21
Assay by compound	17	18	19	20	21	22	23	24
HCV inhibitor	?	-9%	9%	-23%	19%	?	-2%	?
LmPK inhibitor	-9%	0%	6%	nt	-6%	1%	-2%	5%
Shiga toxin inh	38*	-3	-4	nt	14	-4	40	117
Pf growth 96h	0%	-10%	-5%	?	9.3µM*	11%	209%[activator]	?
CHX counter	24*	1	-1	nt	13	20	16	31*
Pf growth 48h	32%[activator]	-17%	50%[activator]	?	19%	3%	28%	43%[activator]
Tb PYK inh	8%&3%	3%	-5%	-3%	-12%	7%	0%	12%

25) Cc1cccc(C(=O)NC(=S)Nc2ccc(S(=O)(=O)N(C)c3ccccc3)cc2)c1
26) Cc1ccnn1CCC(=O)N1CCCC(CCC(=O)N2CCN(c3ccccn3)CC2)C1 (stereo unspecified)
27) COc1ccc(CN(CCC(c2ccccc2)c2ccco2)C(=O)c2ccco2)cc1 (stereo unspecified)
28) COc1cccc(CSc2nc3cc4c(cc3cc2C)OCCO4)c1
29) COc1ccccc1C(=O)Nc1ccnn1C1CCN(C(=O)C2CCOC2)CC1 (stereo unspecified)
30) COc1ccc(OC)c(NC(=O)COC(=O)CNC(=O)c2ccc(OC)c(OC)c2)c1
31) CCc1nnc(SCc2ccc(OC(C)C)cc2)n1N
32) Cc1ccc(CNC(=O)COC(=O)c2ccc(S(=O)(=O)N3CCCCCC3)cc2)cc1
Assay by compound	25	26	27	28	29	30	31	32
HCV inhibitor	?	11%	-22%	?	15%	12%	19%	31%[activator]
LmPK inhibitor	5%	0%	-4%	-1%	-3%	15%	-4%	nt
Shiga toxin inh	-10	-1	-2	-4	32	-18	-11	nt
Pf growth 96h	nt	0%	12µM*	5.9µM*	10%	-2%	14%	5%
CHX counter	9	-3	-1	1	13*	-5	16	nt
Pf growth 48h	0%	-16%	0%	-8%	12%	nt	4%	-8%
Tb PYK inh	-2%	-6%	-9%	0%	2%	nt	-7%	1%

33) Cc1ccc(OC[C@H](O)[C@H](C)NC(C)C)c2c1CCC2
34) CN(C)CCCNc1nc(N)c([N+](=O)[O-])c(NCc2ccccc2)n1
35) O=C(CSCc1ccc(Cl)cc1)N/N=C/c1ccc(OCC(=O)Nc2ccccc2)cc1
36) Cn1c2c(c(=O)n(C)c1=O)C(C(F)(F)F)(C(F)(F)F)N=C(C1CCCCC1)N2
37) Cc1ccc(N=Nc2c(N)[nH]n3c(=O)c4c(nc23)CCCC4)cc1
38) Cc1ccc(C(=O)c2ccc([N+](=O)[O-])cc2)cc1
39) CCC(C)NC(=O)C1c2cc(OC)c(OC)cc2C(=O)N(C)C1c1cccs1 (stereo unspecified)
40) CCC(=O)c1c(NC(CC)CO)cc(C)oc1=O (stereo unspecified)
Assay by compound	33	34	35	36	37	38	39	40
HCV inhibitor	-28%	?	?	?	nt	-4%	2%	10%
LmPK inhibitor	nt	4%	5%	-1%	2%	2%	-2%	-2%
Shiga toxin inh	nt	-2	8	-21	-5	20	-15	-22
Pf growth 96h	?	-5%	8%	?	?	29%	9%	24%
CHX counter	nt	-2	10	-5	2	11	-1	14
Pf growth 48h	9.3µM*	0%	-25%	-24%	?	nt	-5%	8%
Tb PYK inh	1%	-1%	2%	-1%	nt	-10%	-1%	-1%

41) O=C(O)CC1Sc2nnc(COc3ccc(Cl)cc3)n2N=C1c1ccccc1 (stereo unspecified)
42) CC(C)(C)c1cc(OC(=O)C2CCCC2)ccc1O
43) COC(=O)C1(Cc2cc(-c3cccc(Br)c3)no2)CCN(C(=O)OC(C)(C)C)CC1
44) O=C(NCc1c(F)cccc1F)c1cc(COc2c(F)cccc2F)on1
45) CCc1nc(SCC(=O)N2CCN(C(=O)c3ccco3)CC2)c2c3c(sc2n1)CCCC3
46) COc1ccccc1NC(=S)NCCSc1ccc(C)cc1
47) CCN(CCNC(=O)C1CCC(=O)N1Cc1ccc(C)cc1)c1ccccc1 (stereo unspecified)
48) Cc1c(C(=O)N2CCOCC2)sc(NC(=O)c2ccc([N+](=O)[O-])cc2)c1C#N
Assay by compound	41	42	43	44	45	46	47	48
HCV inhibitor	10%	14%	-18%	-5%	-14%	-21%	6%	-16%
LmPK inhibitor	5%	10%	-4%	2%	-2%	5%	0%	-9%
Shiga toxin inh	-7	nt	-4	97*	15	-3	4	-7
Pf growth 96h	-2%	5.2µM*	0%	?	20%	?	33%[activator]	29%
CHX counter	-5	-6	-2	26*	-2	-6	-2	-4
Pf growth 48h	11%	14%	-12%	30%	-15%	-1%	-24%	-17%
Tb PYK inh	2%	-5%	1%	-5%	5%	7%	0%	-4%

49) O=C(NCC(c1ccc(F)cc1)N1CCOCC1)c1cccc(Br)c1 (stereo unspecified)
50) CC(C)(C)n1ncc2c(=O)n(Cc3c(F)cccc3Cl)cnc21
51) COC(=O)COc1ccc(/C=C2/SC(=O)N(CC(=O)N3CCCC3)C2=O)cc1Br
52) Cc1cc(C(=O)COC(=O)CC2Sc3ccccc3NC2=O)c(C)n1-c1ccc2c(c1)OCO2 (stereo unspecified)
53) CCN(C(=O)COC(=O)c1cccc(S(=O)(=O)NCc2ccccc2)c1)c1ccccc1
54) Cc1ccc(C(=O)C2CCN(C(=S)NCC3CCCO3)CC2)cc1 (stereo unspecified)
55) COc1ccc(CCNC(=O)CSc2nc(O)cc(=O)[nH]2)cc1OC
56) Cc1c(NC(=O)c2cc(=O)[nH]c(=O)[nH]2)c(=O)n(-c2ccccc2)n1C
57) CCc1ccc(Nc2n[n+](-c3ccccc3)c(-c3ccc(OCc4ccccc4)cc3)s2)cc1
58) CCCCn1c2ccccc2c2nnc(SCCN3CCCCC3)nc21
59) Cc1ccc(C)c(S(=O)(=O)Nc2ccc3[nH]c(=O)[nH]c3c2)c1
Assay by compound	49	50	51	52	53	54	55	56	57	58	59
HCV inhibitor	-4%	?	13%	-11%	?	?	18%	12%	?	?	-29%
LmPK inhibitor	3%	0%	-5%	0%	nt	0%	5%	-7%	-3%	-3%	-2%
Shiga toxin inh	-9	52	-19	37	nt	38	-10	-36	14	-7	-5
Pf growth 96h	-8%	?	67%	-12%	18%	1%	43%[activator]	nt	2.9µM*	?	30%
CHX counter	-1	16*	2	27*	nt	3	-3	-1	19*	-3	-3
Pf growth 48h	-4%	?	5%	-9%	-10%	-12%	3.3µM*	7%	?	?	-2%
Tb PYK inh	-1%	7%	0%	-3%	-2%	-1%	1%	2%	-7%	-5%	-8%
